Lipid storage S3: qHTS Assay for Lipid Storage Modulators in Drosophila S3 Cells; AID 2685, 2010; Drosophila S3 cells, BODIPY lipid droplet fluorescence, 18-24 h; cells fed with added oleic acid; Potency in µM for hits, for the others lipid storage change, negative = inhibition, % at the top dose, mostly 46.1 µM; 320,000 compounds, 0.64% hits; active = well fitted inhibition curve with a large enough effect in the signal ratio, with a control signal flat, not every such curve was filed as active; inconclusive = small, poorly fitted or top-dose-only effect, or effect the other way, or a change in a side signal; the % refers to the signal ratio
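Laser-scanning cytometry quantifies lipid droplet accumulation (500–530 nm total intensity; droplet/cell object ratio) in oleic acid-fed (400 uM added) Drosophila S3 cells treated with a concentration series. 20 uM Triacsin C defined 100% inhibition.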
Lipid storage S3 cell count max: also measured in Lipid storage S3; calls as there; cell number change, %; measured here: cell count max response;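 cells counted by Cell Tracker Red CMTPX staining in the red channel; peak over a dose series mostly up to 46.1 µM; percent activity relative to internal control wells on each plate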
Active calls of the source: *; i = inactive; u = inconclusive; x = no result given. % is set by controls: 0 for no effect and ±100 for the full control effect; potency is the fitted concentration of half-maximal effect. This is a subset. The share of hits here may be higher or lower than overall.

Values run as follows: Lipid storage S3, Lipid storage S3 cell count max
> O=C(NCN1CCN(CCO)CC1)c1cnccn1
    i, x
> O=C(COc1ccccc1)Nc1ccc(Cl)c(-c2nc3ncccc3o2)c1
    2%, 28
> O=C(CCCN1C(=O)/C(=C/c2ccccc2Cl)SC1=S)NNC(=O)c1ccccc1
    u, x
> CN(C)C(=O)N1CCN(C(=O)N2CCOCC2)CC1
    0%, 4
> CC(=O)N1CCCc2cc(S(=O)(=O)N3CCCC(C(=O)Nc4cccc(F)c4)C3)ccc21 (stereo not drawn)
    -14%, 24
> O=S(=O)(c1ccc(Br)s1)N1CCN(c2ccnc3cc(Cl)ccc23)CC1
    u, x
> CC(C)COC(=O)c1ccc(N2C(=O)c3ccccc3C2=O)cc1
    u, x
> CCOCC(=O)Nc1cccc(SC)c1
    u, x
> CCOc1ccc(NC(=O)c2c(NC(=O)CNCCN3CCOCC3)sc3c2CCC3)cc1
    i, x
> CCOc1ccc(C(=O)Nc2ccc(N3CCN(S(C)(=O)=O)CC3)cc2)cc1[N+](=O)[O-]
    -8%, 8
> COc1ccc(C(=O)Nc2ccccc2C(=O)NCc2ccco2)cc1
    u, x
> COC(=O)C1C/C(=N\NS(=O)(=O)c2ccc(C)cc2)c2ccsc2C1 (stereo not drawn)
    u, x
> CCc1ccc(NC(=O)Nc2ccon2)cc1
    i, -3
> O=C(CCc1ccccc1)NNC(=S)NCCc1ccccc1
    u, x
> Cc1cccc(/C(N)=N/OC(=O)c2ccncc2)c1
    u, x
> COc1ccc(NC(=O)Cn2cc(C#N)c3ccccc32)cc1
    u, x
> N#CC1=C(N)NC(SCc2ccc(F)cc2)=C(C#N)C12CCCCC2
    u, x
> CC(=O)Nc1ccc(NC(=O)c2cc([N+](=O)[O-])cc([N+](=O)[O-])c2)cc1
    -15%, -19
> COc1ccc(CC(=O)O/N=C(\N)c2ccncc2)cc1
    u, x
> Cc1ccc(NC(=O)Nc2cccc([N+](=O)[O-])c2)cc1F
    9.2µM*, -9.7*
> COc1ccc(OC)c(S(=O)(=O)N2CCCC2C(=O)NC(C)c2ccccc2)c1 (stereo not drawn)
    u, x
> O=C(Oc1ccc2c(c1)OCO2)c1cc2c(s1)CCC2
    u, x
> Cc1cc([N+](=O)[O-])ccc1NC(=O)Cc1ccc(F)cc1
    u, x
> COc1ccc(OC)c(NC(=O)c2cc(-c3ccc(C)cc3O)n[nH]2)c1
    i, 3
> CC1CC(C)CN(C(=O)COC(=O)C2CCN(S(=O)(=O)c3ccc4c(c3)OCCO4)CC2)C1 (stereo not drawn)
    u, x
> CC(C)c1ccccc1NC(=O)c1ccc2ncsc2c1
    i, 4
> COc1ccc(-c2cn3c(C)c(C(=O)NCCN4CCOCC4)sc3n2)cc1
    u, x
> COCCCNC(=O)c1cccc(OC)c1OC
    28%, -1
> Cn1nc(-c2ccccc2)c(C(=O)Nc2ccc(C(F)(F)F)cc2)c1Cl
    u, x
> O=C(CCN1CCCO1)N1CCCC(N2CCN(c3ccccc3F)CC2)C1 (stereo not drawn)
    i, x
> Cc1cc(C)n(-c2c(F)c(F)c(COC(=O)c3ccccc3)c(F)c2F)n1
    u, x
> O=[N+]([O-])/C=C/c1ccc2c(ccn2Cc2ccccc2)c1
    u, x
> CC(Oc1ccccc1)C(=O)NNS(=O)(=O)c1ccc([N+](=O)[O-])cc1 (stereo not drawn)
    0%, 5
> Cc1cccc(OCC(=O)N/N=C/c2ccc(N(C)C)cc2)c1
    1%, 2
> O=C(Nc1cccc(-c2cscn2)c1)C1CCN(Cc2ccsc2)CC1
    u, x
> Cc1cc(Nc2ccc(Cl)cc2)n(-c2ccccc2)n1
    i, x
> Cc1ccc(/C=N/NC(=O)c2ccncc2)o1
    26%, -4
> CC(=O)N1[C@H](Cc2ccccc2)C=C[C@]1(C)C(=O)NCc1ccccn1
    u, x
> N#CCN(N=Nc1ccccc1)c1ccccc1
    u, x
> CC(C)CC(OC(=O)c1ccco1)C(=O)NCC1CCCO1 (stereo not drawn)
    u, x
> O=C(Cn1ccc([N+](=O)[O-])n1)NCc1cccs1
    u, x
> Cc1cc(S(=O)(=O)N2CCC3(CC2)OCCO3)c(C)cc1Cl
    u, x
> CNC(=S)N/N=C/c1cc(Br)c(OCc2ccncc2)c(OC)c1
    u, x
> Cc1cc(C)nc(/N=C(\N)Nc2ccc(S(=O)(=O)Nc3nccc(C)n3)cc2)n1
    0%, 27
> O=C(CN1C(=O)c2ccccc2S1(=O)=O)NCCSCc1ccco1
    u, x
> COc1ccc(NS(=O)(=O)c2cc(NC(=O)[C@@H](NC(=O)c3ccccc3)C(C)C)ccc2C)cc1
    -2%, 9
> Cc1ccc(S(=O)(=O)N2CCCCC2)cc1NC(=O)c1cccs1
    u, x
> CC(C)(C)OC(=O)N1CCC(C(=O)N[C@@H](Cc2c[nH]c3ccccc23)C(=O)O)CC1
    1%, 13
> Cc1ccc2c(c1)N(CC(=O)NCCc1c[nH]c3ccccc13)C(=O)CO2
    i, 10
> Cc1[nH]c(C)c(S(=O)(=O)N2CCN(c3cccc(Cl)c3)CC2)c1C(=O)N1CCCCC1
    i, 0

(continued)
Values run as follows: Lipid storage S3, Lipid storage S3 cell count max
> COc1cccc(CNC(=O)Cc2ccc(NC(=O)C3=C(C)OCCS3)cc2)c1
    u, x
> CC(OC(=O)c1cccc(S(=O)(=O)N2CCCC2)c1)C(=O)c1ccccc1 (stereo not drawn)
    u, x
> COc1ccc(NC(=O)/C(=C/c2cccnc2)NC(=O)c2cccs2)cc1
    10%, -3
> CCOC(=O)CSc1nnc(CCCCCN2C(=O)c3cccc4cccc(c34)C2=O)o1
    u, x
> O=CNc1ccccc1Oc1ccccc1
    1%, 12
> OCCN1CCN(c2ncnc3nc[nH]c23)CC1
    u, x
> Cc1ccc(S(=O)(=O)N(CC(=O)Nc2cccc(N(C)S(C)(=O)=O)c2)c2ccc(Cl)c(Cl)c2)cc1
    i, x
> O=C(CSc1ncnc2sc3c(c12)CCCC3)c1ccco1
    u, x
> CCC(=O)Nc1nnc(-c2ccc(OC)cc2)o1
    u, x
> CCCOc1ccc(NC(=O)CNC(=O)c2cc(OC)cc(OC)c2)cc1OCCC
    u, x
> O=C(NCc1ccccc1OC(F)(F)F)C1CCC(=O)N(C2CC2)C1 (stereo not drawn)
    i, -9
> CC(C)(C)OC(=O)N[C@@H](Cc1ccccc1)C(=O)NCC1CCC(C(=O)N[C@@H](CCC(N)=O)C(=O)O)CC1 (stereo partly drawn)
    -6%, x
> Cc1cccc(OCC(=O)N2CCOCC2)c1
    2%, 0
> Nc1c(C(=O)CSc2nncn2-c2ccccc2)c(=O)[nH]c(=O)n1C1CC1
    u, x
> COc1ccc(Cn2c(O)c(C=Nc3ccccc3C(=O)O)c3ccccc3c2=O)cc1
    18%, 11
> CCOC(=O)Cc1csc(NC(=O)Nc2ccc(F)cc2)n1
    u, x
> CCN(CC)c1ccc(-c2nn3c(-c4ccccc4OC)nnc3s2)cc1
    u, x
> CCc1cc(S(=O)(=O)N2CCN(C(=O)c3ccco3)CC2)ccc1OC
    i, -15
> O=C(COc1cccc2ccccc12)Nc1cc(Cl)ccc1C(=O)O
    u, x
> NC(=O)C1CCN(c2c([N+](=O)[O-])cc(C(F)(F)F)cc2[N+](=O)[O-])CC1
    0%, 16

Reprinted at random: 2 entries already listed, in no set order.
Values run as follows: Lipid storage S3, Lipid storage S3 cell count max
> O=C(NCc1ccccc1OC(F)(F)F)C1CCC(=O)N(C2CC2)C1 (stereo not drawn)
    i, -9
> COc1ccc(Cn2c(O)c(C=Nc3ccccc3C(=O)O)c3ccccc3c2=O)cc1
    18%, 11

Other results
Values run as follows: Lipid storage S3, Lipid storage S3 cell count max
> COc1ccc(N2C(=O)CC(N3CCN(S(=O)(=O)c4ccc(Cl)cc4)CC3)C2=O)cc1 (stereo not drawn)
    u, x
> CC1CN(S(=O)(=O)c2ccc(C(=O)Nc3nnc(-c4ccco4)o3)cc2)CC(C)O1 (stereo not drawn)
    u, x
> COC(=O)c1c(-c2cccs2)csc1NC(=O)c1cccnc1
    u, x
> COc1cccc(/C=c2\s/c(=C/C(=O)c3ccc(C)cc3)[nH]c2=O)c1OC
    14%, -2
> COc1ccc(CCN(C)CC(O)COc2c(C)ccc(C)c2C)cc1OC (stereo not drawn)
    16%, x
> Cc1ccc(Cn2c(=S)[nH]c3ccccc3c2=O)cc1
    12%, x
> Cc1cc(C)c(NC(=O)CN(C)S(=O)(=O)c2ccc3c(c2)n(C)c(=O)c(=O)n3C)c(C)c1
    u, x
> c1ccc2sc(NC3=NCN(C4CCCCCC4)CN3)nc2c1
    -2%, 0
> COc1ccc(C(=O)Oc2ccc(C(C)=O)cc2)c(OC)c1
    11%, 5
> O=C(CCc1ccccc1)N1CCCN(C(=O)CCc2ccccc2)CC1
    6%, 6

Two successive records from above, for reference:
Values run as follows: Lipid storage S3, Lipid storage S3 cell count max
> COc1ccc(C(=O)Oc2ccc(C(C)=O)cc2)c(OC)c1
    11%, 5
> O=C(CCc1ccccc1)N1CCCN(C(=O)CCc2ccccc2)CC1
    6%, 6

New compounds follow.
Values run as follows: Lipid storage S3, Lipid storage S3 cell count max
> CSc1ccc(CCNC(=O)c2cc(-c3ccccc3)c(N3CCOCC3)s2)cc1
    u, x
> O=C(NC(=S)NCC1CCCO1)c1ccccc1F (stereo not drawn)
    u, x
> CC(NC(=O)c1ccccc1)C(=O)N/N=C/c1cccc([N+](=O)[O-])c1 (stereo not drawn)
    u, x
> COc1cc(C(=O)Nc2ccccc2C(=O)NCc2cccnc2)cc(OC)c1OC
    i, -23
> Cc1ccc(N2C(=O)CC(N3CCN/C3=C3\CC/C(=C\c4ccccc4)C3=O)C2=O)cc1 (stereo not drawn)
    -11%, -18
> Cc1ccc(NC(=O)CCCNC(=O)c2ccc(Cl)cc2)cc1S(=O)(=O)N1CCOCC1
    -22%, 12
> COc1cccc(OC)c1C(=O)OCC(=O)NC1CCCCCC1
    u, x
> COc1cccc(CC(NC(C)=O)C(=O)NC2CCN(c3nc(C)cc(C)c3C#N)CC2)c1OC (stereo not drawn)
    u, x
> Cc1cc(Cl)ccc1NC(=O)CCCN1C(=O)CCC1=O
    u, x
> O=C(NC(CC(=O)N1CCN(c2ccccc2O)CC1)c1ccccc1)c1ccccc1Cl (stereo not drawn)
    u, x

Full records as entered above. Screens in order: Lipid storage S3 | Lipid storage S3 cell count max
`Cc1ccc(N2C(=O)CC(N3CCN/C3=C3\CC/C(=C\c4ccccc4)C3=O)C2=O)cc1` (stereo not drawn) reads -11% | -18
`COc1cccc(CC(NC(C)=O)C(=O)NC2CCN(c3nc(C)cc(C)c3C#N)CC2)c1OC` (stereo not drawn) reads u | x
`COc1cc(C(=O)Nc2ccccc2C(=O)NCc2cccnc2)cc(OC)c1OC` reads i | -23
`O=C(NC(=S)NCC1CCCO1)c1ccccc1F` (stereo not drawn) reads u | x
`COc1cccc(OC)c1C(=O)OCC(=O)NC1CCCCCC1` reads u | x

(continued)
Values run as follows: Lipid storage S3, Lipid storage S3 cell count max
> CC(SCc1ccc(C(=O)O)o1)c1ccc(C(=O)O)o1 (stereo not drawn)
    u, x
> Cc1ccc2nc(-c3ccccc3)cc(C(=O)NNC(=O)c3csc(N4CCOCC4)n3)c2c1
    u, x
> CCc1ccccc1NC(=S)N1CCCCCC1
    u, x
> CN1CCN(Cn2cc(/C=C/C(=O)c3ccccc3)c3ccccc32)CC1
    u, x
> COc1ccc(Cl)cc1NC(=O)COC(=O)CCNC(C)=O
    12%, 0
> CCC1C(=O)N=C(SCC(=O)Nc2nc3ccccc3s2)NC1=O (stereo not drawn)
    -10%, -15
> COc1ccccc1N1CCN(C(=O)c2cc3cc(C)ccc3[nH]2)CC1
    -11%, 10
> CCOC(=O)C1CCN(S(=O)(=O)Cc2ccc(Cl)cc2)CC1
    i, x
> N#CCCCSc1nnnn1-c1cccc(Cl)c1
    u, x
> CC(NC(=O)c1ccccc1OC(F)F)c1ccc(-n2ccnc2)cc1 (stereo not drawn)
    i, 9
> Cc1ccc(NC(=O)Cn2c(O)c(N=NS(=O)(=O)c3ccc(C)cc3)c3ccccc32)cc1
    u, x
> COc1cccc(OCc2nnc(SC)n2C)c1
    u, x
> COCCNC(=O)c1cccc(OC2CCN(Cc3cccc(C(C)=O)c3)CC2)c1
    15%, 7
> Cc1ccc(C(=O)Nc2ccc(N3CCN(C)CC3)nc2)cc1
    u, x
> CC(=NCCN1CCOCC1)C1=C(O)c2ccccc2C1=O
    u, x
> CC(=O)c1ccc(S(=O)(=O)Nc2cccc(-c3ccc4nncn4n3)c2)cc1
    u, x
> CC(C)N(Cc1nccn1C)C(=O)CCc1nnc(CCCc2ccccc2)o1
    28%, 10
> O=S(=O)(NC1CCN(S(=O)(=O)c2c(F)cccc2F)C1)c1ccc2c(c1)OCCO2 (stereo not drawn)
    22%, 6
> Cc1nnc(SCC(=O)Nc2cccc(Cl)c2)n1CC1CCCO1 (stereo not drawn)
    i, -14
> Cc1cccc(N2CCN(C(=O)C3CCN(S(=O)(=O)c4c(C)noc4C)CC3)CC2C)c1 (stereo not drawn)
    6%, -13
> CCOC(=O)N1CCC(NC(=O)CCC(=O)N2CCOc3ccc(Cl)cc32)CC1
    -2%, -9
> COC(=O)c1ccc(OS(=O)(=O)c2ccc(NC(C)=O)cc2)cc1
    u, x
> Cc1cc(Cl)c(S(=O)(=O)Nc2ccccn2)cc1OCC(N)=O
    u, x
> Cc1ccccc1C(=O)NC1CCN(CC(=O)Nc2ccc(Br)cc2)CC1
    u, x
> COc1cccc(CNC(=O)CCC2CCCN(C/C=C/c3ccccc3OC)C2)c1 (stereo not drawn)
    11%, -4
> CCCCN1C(=O)Nc2ccccc2S1=O (stereo not drawn)
    1%, 8
> CCOC(=O)C1=C(C)NC(=O)C1CC(=O)O (stereo not drawn)
    -15%, 7

High-throughput results (PubChem BioAssay)
